High-throughput results deposited in PubChem by Southern Research Specialized Biocontainment Screening Center.
PhoP GFP inhibition = PhoP regulon inhibitors, Salmonella typhi PhoP promoter GFP reporter, confirmatory (AID 1850); inhibition, % at 50 µM, or IC50 in µM where a hit was titrated; Salmonella Typhi PhoP-promoter GFP reporter, fluorescence, 4 h; higher % means a stronger effect; hit rate 0.33% among 310,000; in the data active = a potency from the dose series; inconclusive = inhibition mostly from about 25% at the one dose, without a potency; inactive = the rest, 99 in 100 with inhibition below about 19%;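 also: 0% = induced wells with vehicle and 100% = uninduced wells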
H37Rv inhibition = M. tuberculosis growth inhibition, HTS (AID 449762) | M. tuberculosis H37Rv growth inhibition, 7H9 media; higher % means a stronger effect | one-dose inhibition, % at 25 µM; IC50 in µM for titrated hits | hit rate 0.59% among 330,000; in the data active = a potency from the dose series; inconclusive = inhibition above about 70% without an active follow-up result;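 also: bacterial growth assessed after seven days of incubation; strong numbers were not always called active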
VEEV TC-83 Vero = inhibitors of VEEV TC-83 cytopathic effect, confirmation, Vero cells (AID 588727) | Vero cells, VEEV TC-83 cytopathic effect inhibition; higher % means a stronger effect | inhibition, % at 20 µM, or IC50 in µM where a hit was titrated | hit rate 0.13% among 350,000; in the data active = a potency from the dose series; inconclusive = inhibition mostly from about 14% at the one dose, without a potency; inactive = the rest, 99 in 100 with inhibition below about 12%; also: strong numbers were not always called active
tuberculosis growth = growth inhibition of non-replicating M. tuberculosis (AID 488890). Mycobacterium tuberculosis non-replicating, growth inhibition; higher % means a stronger effect. inhibition, % at 25 µM; hits with a dose series show IC50 in µM. hit rate 0.39% among 320,000; in the data active = a potency from the dose series; inconclusive = inhibition mostly from about 82% at the one dose, without a potency; inactive = the rest, 99 in 100 with inhibition below about 76%;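 also: plate controls were DMSO cells for no effect and high antibiotic wells for full effect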
influenza NS1A = H1N1 influenza NS1A inhibitors, functional cell based assay (AID 504329); NS1A functional cell-based assay, percent inhibition; higher % means a stronger effect; inhibition, % at 12.5 µM, or IC50 in µM where a hit was titrated; hit rate 0.3% among 340,000; in the data active = a potency from the dose series; inconclusive = inhibition above about 27% without an active follow-up result; also: strong numbers were not always called active
VEEV TC-83 Vero 10K pilot screen = also measured in VEEV TC-83 Vero; calls as there; inhibition, %; measured here: 10K pilot screen inhibition
Numbers without * were called inactive; i = inactive; ? = inconclusive; . = no result given. Compounds as they come; about 1.5% have a hit in one of these screens.

SMILES	PhoP GFP inhibition	H37Rv inhibition	VEEV TC-83 Vero	tuberculosis growth	influenza NS1A	others
Cc1csc(NC(=O)CCS(=O)(=O)c2ccc(Br)cc2)n1	-7%	0%	1.9%	40%	-8%
Cc1ccc2cc(C3CC(c4ccco4)=NN3S(C)(=O)=O)c(Cl)nc2c1 (stereo unspecified)	10%	4%	0.1%	20%	-8%
O=C1CCc2cc(S(=O)(=O)NCc3ccccc3)cc3c2N1CC3	12%	2%	2.9%	-12%	-5%
COC(=O)C1=C(C)N(CCc2ccc(OC)c(OC)c2)C(=O)/C1=C\c1ccc(O)cc1	-6%	-3%	5.2%	5%	0%
Cc1ccc(S(=O)(=O)N(C)C)cc1NC(=O)COC(=O)C1=COCCO1	.	-8%	1.6%	6%	-4%
Cc1cccc(NC(=O)CCc2nc3sc4c(c3c(=O)[nH]2)CCCC4)c1	5%	-8%	2.0%	-10%	-1%
CC(=O)N1CCCc2cc(S(=O)(=O)N3CCCC3)ccc21	1%	-2%	i	-1%	6%
O=C(NC(=S)Nc1cccc2cccnc12)c1cccs1	-8%	?	1.7%	?	3%
O=C(N=Nc1c(O)[nH]c2ccccc12)c1ccc(CN2CCOCC2)cc1	8%	-3%	9.7%	-7%	7%
C=CCn1cc(C(=O)N2CCN(C)CC2)c(=O)c2cc(S(=O)(=O)N(CC)CC)ccc21	7%	2%	0.6%	-11%	22%
CC(=O)C1=C(C)NC(SCC(N)=O)=C(C#N)C1c1cccs1 (stereo unspecified)	-5%	-1%	0.9%	16%	-1%
Cc1ccc(-n2c(Cc3cccn3C)nnc2SCC(=O)N2CCc3ccccc32)cc1	-9%	6%	i	67%	21%
CC(C)(C)OC(=O)C[C@H]1C/C=C\C[C@H](CC(=O)N(CCO)Cc2ccccc2)C(=O)N2CCC[C@H]2COC1=O	.	7%	1.3%	14%	-3%
COc1ccc([C@H]2[C@H]3C=CC[C@@H](C)[C@@H]3C(=O)N2Cc2ccccc2)cc1Cl	-12%	4%	0.1%	-11%	0%
Cc1ccc(NC(=O)CCNC(=O)Nc2ccccc2)cc1S(=O)(=O)N(C)C	.	-1%	2.6%	-2%	-6%
CON(C)c1nc(OCCNC(=O)OCc2ccc(Cl)cc2Cl)nc(N(C)C)n1	-6%	-3%	i	4%	-1%
CSCC[C@H](NC(=O)COc1ccc(Cl)cc1)c1nc2ccccc2[nH]1	-4%	3%	i	39%	10%
C=CCSC1=N/C(=C\c2sccc2C)C(=O)S1	-10%	-2%	i	?	9%
COc1ccc(NC(=O)CN2C(=O)NC3(CCCC3)C2=O)cc1S(=O)(=O)N1CCCCC1	.	7%	0.8%	3%	-6%
COc1cccc(CN(C(=O)c2ccco2)C2CCS(=O)(=O)C2)c1 (stereo unspecified)	-12%	6%	i	-17%	-4%
CC1CCCN(C(=O)c2ccc(S(=O)(=O)Nc3ccccc3Cl)cc2)C1 (stereo unspecified)	1%	-7%	1.4%	24%	9%
CCN(Cc1cc2cc(C)ccc2[nH]c1=O)C(=O)c1cccc(OC)c1	9%	1%	2.0%	23%	-1%
CCOc1ccc(-n2c(O)c(C=Nc3ccc(N(CC)CC)cc3)c(=O)[nH]c2=O)cc1	-12%	1%	0.4%	14%	1%
Cn1nccc1C(=O)N1CCN(c2ccccc2F)CC1	0%	12%	1.7%	-2%	-2%
CCCCNC(=O)N1CCCN(c2ccc(C#N)cn2)CC1	-1%	-6%	i	-2%	-18%
Cc1c(S(=O)(=O)Nc2ccc(Br)cc2)c(=O)n(C)c(=O)n1C	5%	2%	1.4%	-11%	7%	VEEV TC-83 Vero 10K pilot screen=0.1
Cc1cc(C(=O)O)n(C(C)(C)C)n1	6%	-5%	i	-2%	8%
CCOC(=O)c1ccc(NC(=O)CSc2nnc(C3CC3)n2CC)cc1	-6%	20%	6.0%	13%	2%
O=C(O)CC(C(=O)O)c1ccc(OCCCCOc2ccc(C(CC(=O)O)C(=O)O)cc2)cc1 (stereo unspecified)	-2%	1%	0.1%	-21%	-3%
COc1cc2c(C(=O)NCc3ccccn3)cn(C)c(=O)c2cc1OC	-5%	-7%	2.4%	-6%	-3%

The closing two compounds of the part before are carried over, then new ones follow.
SMILES	PhoP GFP inhibition	H37Rv inhibition	VEEV TC-83 Vero	tuberculosis growth	influenza NS1A	others
O=C(O)CC(C(=O)O)c1ccc(OCCCCOc2ccc(C(CC(=O)O)C(=O)O)cc2)cc1 (stereo unspecified)	-2%	1%	0.1%	-21%	-3%
COc1cc2c(C(=O)NCc3ccccn3)cn(C)c(=O)c2cc1OC	-5%	-7%	2.4%	-6%	-3%
N#CC1(Nc2ccc(-c3ccc(Cl)cc3)cc2)CCCC1	.	.	1.1%	.	-5%
CC(C)(C)NC(=O)CSc1nncn1NCc1cccc2ccccc12	1%	-1%	2.0%	5%	7%
Cc1ccc(-n2c(N)c(C(=O)N3CCCCC3)sc2=S)cc1	-17%	-2%	i	27%	5%
CCOC(=O)N1CCC(N2C(=O)c3ccc(C(=O)NCc4ccc(F)cc4)cc3C2=O)CC1	6%	2%	i	11%	4%
O/N=C/c1cn(-c2ccccc2)nn1	7%	30%	0.0%	1%	2%	VEEV TC-83 Vero 10K pilot screen=0.9
C=CCN(c1ccc(C(=O)NCCSc2ccccc2)cc1)S(C)(=O)=O	-11%	1%	4.1%	23%	-4%
CC(/C=C/c1ccccc1)=N/NC(=O)CCC(=O)Nc1ccccc1C	-2%	4%	2.1%	9%	-112%
Cc1ccc(NC(=O)CN(C)CC(=O)Nc2ccc(F)c(Cl)c2)cc1	-6%	-2%	2.1%	i	2%
CCCN(CCC)CCNC(=O)C1CCN(S(=O)(=O)c2cccc3nsnc23)CC1	11%	-4%	i	3%	15%
Brc1cccc(-c2nnc(SCc3ccon3)n2-c2ccccc2)c1	-4%	-10%	0.3%	18%	0%
COc1ccc(OC)c(CN(CCN2CCOCC2)C(=O)Nc2cccc(Cl)c2)c1	-4%	0%	4.0%	26%	10%
O=C(CSc1nnnn1C1CCCCC1)NCc1ccccc1	-13%	-4%	0.4%	-9%	7%
CCc1noc(C)c1C(=O)Nc1sc(C(=O)N(C)C)c(C)c1C(=O)OC	-1%	-9%	0.7%	4%	-3%
Cc1c(NC(=O)C(C)OC(=O)/C=C/c2ccccc2)c(=O)n(-c2ccccc2)n1C (stereo unspecified)	6%	5%	8.4%	2%	-8%
OCC1N=C(c2ccccn2)OC1c1ccccc1 (stereo unspecified)	3%	-1%	i	6%	-4%
CCOc1ccc(NC(=O)Nc2ccc3c(c2)N(C)C(=O)CS3)cc1	-10%	-10%	3.8%	-3%	0%
COc1ccc(OC)c(NC(=O)CCn2cccc2)c1	7%	1%	1.8%	-8%	10%
O=C(COC(=O)CCCN1C(=O)c2ccccc2C1=O)Nc1cc(Cl)cc(Cl)c1	-2%	8%	i	-15%	-1%
COc1cccc(C(=O)NCCS(=O)(=O)NCCc2ccccc2)c1	5%	-7%	1.5%	-6%	-14%
CC(=O)N1CCN(S(=O)(=O)c2cccc(C(=O)N(C)Cc3ccc(C)o3)c2)CC1	.	.	0.7%	.	-9%
Cc1ccc(C(=O)NNC(=S)NC(=O)c2ccccc2)cc1	63µM*	?	12µM*	?	-10%
Cc1sc(NC(=O)CSc2nnc(-c3ccc(F)cc3)o2)c(C#N)c1C	13%	0%	2.8%	63%	3%
CC(C)c1ccc(NC(=O)c2cc(Br)ccc2Br)cc1	-11%	9%	1.5%	8%	-4%
CC1CC(C)CN(C(=O)c2ccc(C(=O)c3ccccc3)cc2)C1 (stereo unspecified)	10%	67%	0.5%	13%	-13%
Cc1nc2ccc(S(=O)(=O)NCC(=O)N3CCCC(C)C3)cc2s1 (stereo unspecified)	4%	-4%	0.4%	-2%	2%
Cc1ccnc(NC(=O)CSc2ccc3c(c2)OCCO3)c1	-1%	1%	0.1%	46%	-5%
Cc1nnc(NCCc2ccccc2)c2ccccc12	11%	26%	i	52%	-3%
Cc1ccc(O)c(NC(=O)CSc2n[nH]c(C)c2[N+](=O)[O-])c1	-1%	12%	1.3%	6%	9%
CC1CCCC(C)N1CC(O)COc1c(F)cc(Br)cc1F (stereo unspecified)	-5%	-8%	1.2%	10%	4%
COc1ccccc1-c1c(C)oc2c(CN3CCCCC3C)c(O)ccc2c1=O (stereo unspecified)	5%	-2%	i	-11%	-26%

The last 5 entries of the section above are carried over, then new ones follow:
SMILES	PhoP GFP inhibition	H37Rv inhibition	VEEV TC-83 Vero	tuberculosis growth	influenza NS1A	others
Cc1ccnc(NC(=O)CSc2ccc3c(c2)OCCO3)c1	-1%	1%	0.1%	46%	-5%
Cc1nnc(NCCc2ccccc2)c2ccccc12	11%	26%	i	52%	-3%
Cc1ccc(O)c(NC(=O)CSc2n[nH]c(C)c2[N+](=O)[O-])c1	-1%	12%	1.3%	6%	9%
CC1CCCC(C)N1CC(O)COc1c(F)cc(Br)cc1F (stereo unspecified)	-5%	-8%	1.2%	10%	4%
COc1ccccc1-c1c(C)oc2c(CN3CCCCC3C)c(O)ccc2c1=O (stereo unspecified)	5%	-2%	i	-11%	-26%
Cn1c(Cn2c(=O)sc3ccccc32)nnc1SCc1cccnc1	8%	-1%	i	0%	-2%
O=C(Nc1nc(-c2cccnc2)cs1)c1ccccc1Cl	17%	-7%	0.6%	-15%	-3%
O=C(CN1CCOCC1)NCC(=O)Nc1ccc(Br)cc1C(=O)c1ccccc1	-10%	-2%	i	0%	0%
CC(OC(=O)c1ccco1)C(=O)NC1CCCC1 (stereo unspecified)	-17%	5%	3.8%	-5%	12%
CC1CCC(CN2CCN=C2Nc2ccccc2)CC1 (stereo unspecified)	-5%	-1%	0.6%	0%	-6%
Cc1ccc(C)c(OCC(=O)Nc2ccncc2)c1	3%	0%	0.0%	44%	-6%
NC(=O)C1CCN(C(=O)CC2C(=O)NCCN2Cc2cccc(Oc3ccccc3)c2)CC1 (stereo unspecified)	-8%	3%	2.9%	-7%	25%
Cc1ccc(-n2c([S-])c(C(=O)NC(C)c3ccccc3)[n+]3ccccc23)cc1 (stereo unspecified)	9%	2%	7.5%	11%	-3%
CC(C)(C)c1csc(NC(=O)C2COc3ccccc3O2)n1 (stereo unspecified)	-2%	11%	3.4%	52%	-12%
CN(C)C(=O)c1ccc(N=Nc2c(O)c3ccccc3[nH]c2=O)cc1	.	.	i	.	1%
COc1cc(/C=N/NC(=O)c2cc(-c3ccccc3Cl)nc3ccccc23)cc(OC)c1O	-22%	-2%	i	-15%	11%
Cc1cc2nnc(SC3CCOC3=O)n2c2ccccc12 (stereo unspecified)	-6%	3%	0.4%	2%	-3%
CC(C)c1ccc(NC(=O)N2C[C@H]3C[C@@H](C2)c2cccc(=O)n2C3)cc1	-5%	3%	0.3%	4%	6%
Cn1ccc(-c2cc(C(=O)O)c3ccccc3n2)n1	-3%	3%	0.6%	-7%	-1%
Cc1cccc(C)c1Nc1nnc(SC/C(O)=C(\C#N)c2nc3ccccc3[nH]2)s1	0%	-7%	3.3%	3%	16%
Cc1cccc(OCC(=O)Nc2ccc3c(c2)nc(CCN2CCC(C)CC2)n3C)c1	6%	1%	3.3%	78%	3%
CCC1(O)CCC2C3CCC4=CC(=O)CCC4C3CCC21CC (stereo unspecified)	.	.	5.5%	.	-9%
O=C(Cn1cnc2ccccc2c1=O)N1CCN(Cc2ccc3c(c2)OCO3)CC1	-23%	-4%	8.9%	2%	-6%
CC(C)SCc1nc2ccccc2[nH]1	26%	11%	0.3%	18%	7%
COc1ccc(C(CNC(=O)c2cccc(S(=O)(=O)NCc3ccccc3)c2)N2CCOCC2)cc1 (stereo unspecified)	5%	-2%	1.4%	0%	11%
CN(C)C(=O)Nc1ccc(F)cc1F	3%	-4%	1.4%	2%	0%
CC12CCC(=O)N1C(C(=O)Nc1ccccc1N1CCCC1)CS2 (stereo unspecified)	.	.	1.4%	.	5%
CSc1cccc(NC(=O)CSc2ccc(C)cc2)c1	3%	66%	0.2%	80%	-4%
CC(C)c1c(C(=O)N/N=C/c2ccsc2)nnn1-c1nonc1N	2%	0%	1.1%	-4%	-5%
S=c1nc(-c2ccccc2Br)[nH][nH]1	-11%	0%	3.4%	2%	-10%
CCOc1ccc(C(=O)Nc2ccc(NC(=O)c3cccs3)cc2)cc1[N+](=O)[O-]	-6%	-9%	1.1%	-19%	24%
C=CCNc1oc(Cc2cccc3ccccc23)nc1C#N	-7%	-7%	3.9%	25%	1%
